Screening results (PubChem)
E-sel inducer = E-selectin induction in HUVECs, primary screen, imaging, HUVEC, immunofluorescence imaging, single point. P16581. activation, % at 7.58 µM. AID 686992, 2013. normalized: neutral wells 0, TNF-alpha wells 100. actives 0.37% (n = 260,000);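 active = mean E-selectin-positive cell signal at least 10% of the positive control, reached in at least 60% of replicates, without over 20% cell loss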;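 also: in these data hits start at about 27%; measured in HUVEC primary endothelial cells; signal is the percent of cells scored E-selectin positive by PE staining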
Target sequence (P16581 whole entry, looked up): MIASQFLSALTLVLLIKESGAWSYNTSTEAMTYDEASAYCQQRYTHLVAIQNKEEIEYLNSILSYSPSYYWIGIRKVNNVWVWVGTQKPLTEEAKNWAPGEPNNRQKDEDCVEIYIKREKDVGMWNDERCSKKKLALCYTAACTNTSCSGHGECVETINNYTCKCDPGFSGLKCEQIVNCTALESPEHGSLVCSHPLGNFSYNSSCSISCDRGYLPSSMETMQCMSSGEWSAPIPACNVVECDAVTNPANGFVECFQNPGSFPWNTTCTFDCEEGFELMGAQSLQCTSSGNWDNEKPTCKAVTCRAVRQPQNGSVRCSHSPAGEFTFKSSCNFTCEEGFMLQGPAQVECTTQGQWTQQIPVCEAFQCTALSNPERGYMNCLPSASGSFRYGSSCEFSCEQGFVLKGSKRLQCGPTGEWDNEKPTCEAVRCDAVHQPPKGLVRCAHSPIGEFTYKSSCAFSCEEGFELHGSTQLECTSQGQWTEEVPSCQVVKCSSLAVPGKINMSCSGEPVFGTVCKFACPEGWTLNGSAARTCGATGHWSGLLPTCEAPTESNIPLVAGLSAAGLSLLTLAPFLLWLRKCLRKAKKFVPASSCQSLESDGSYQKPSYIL
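Read-out: % PE-positive cells | Test system: HUVEC | Doses: One compound dose added by pin transfer | Buffer or medium: EGM-2 over gelatin coat | Signal: Immunofluorescence imaging | Benchmarks: TNF-alpha, DMSO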
Cneo AK release = Cryptococcus neoformans cell lysis inducers, primary screen, AK release luminescence, single concentration; C. neoformans lysis, adenylate kinase release luminescence, 4 h; normalised: neutral wells 0, clomiphene wells 100; lysis activity, % at 15 µM; actives 0.2% (n = 360,000); AID 651654, 2012;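 active = mean lysis activity across replicates of at least 80%, whatever share of replicates individually reach that level; inactive = mean lysis activity below 80%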
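Material: C. neoformans cells | Amount: Yeast cell density of 5 × 10^6 cells/mL | Medium: Fresh YPD growth medium | Dosing: Single dose | Times: Static 4 h at 37 °C with compound, 1 h detection | Detection: AK luminescence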
RAD52 inh = RAD52 DNA annealing inhibitors, primary screen, biochemical, FRET, single point, set 2. DNA repair protein RAD52 homolog (Homo sapiens), P43351. recombinant RAD52 DNA annealing, FRET fluorescence. inhibition, % at 18.7 µM. actives 0.46% (n = 360,000). AID 651710, 2012;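 active = every replicate showing at least 50% inhibition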
Target sequence (P43351 whole entry, looked up): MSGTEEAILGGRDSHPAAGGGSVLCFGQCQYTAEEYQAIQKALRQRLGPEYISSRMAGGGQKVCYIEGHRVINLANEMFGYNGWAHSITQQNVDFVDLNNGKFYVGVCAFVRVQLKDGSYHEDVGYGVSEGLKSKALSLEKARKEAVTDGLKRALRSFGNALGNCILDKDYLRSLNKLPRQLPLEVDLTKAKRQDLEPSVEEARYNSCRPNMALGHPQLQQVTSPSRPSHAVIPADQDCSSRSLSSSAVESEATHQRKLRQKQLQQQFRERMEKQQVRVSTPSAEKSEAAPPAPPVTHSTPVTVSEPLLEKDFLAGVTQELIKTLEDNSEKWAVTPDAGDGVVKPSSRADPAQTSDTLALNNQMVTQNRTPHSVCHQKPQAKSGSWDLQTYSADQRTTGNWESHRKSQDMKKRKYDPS
ERAP1 HTS inh = human ERAP1 aminopeptidase inhibitors, primary screen, biochemical, single point, plate reader; recombinant ERAP1, Leu-AMC fluorescence, 60 min; actives 0.15% (n = 340,000); inhibition, % at 10.7 µM; Endoplasmic reticulum aminopeptidase 1 (Homo sapiens), Q9NZ08;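 active = mean replicate inhibition of at least 30%, or all replicates individually reaching that 30% level; inactive = mean below 30% and not every replicate reaching it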;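 also: 0% = neutral control wells and 100% = L-leucinethiol positive control wells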
PglD DTNB = C. jejuni PglD acetyltransferase inhibitors, primary screen, biochemical, DTNB colorimetric, single point; UDP-N-acetylbacillosamine N-acetyltransferase PglD (Campylobacter jejuni); inhibition, % at 12.5 µM; AID 602405, 2012; purified PglD enzyme, DTNB colorimetric CoA detection; actives 0.098% (n = 360,000); in the data active = inhibition above about 16%, passing the limit was not always enough; also: strong numbers were not always called active
PGC1a acetyl inh = inhibitors of PGC1a acetylation signal, primary screen, cell-based, U2OS, AlphaScreen, inhibitor mode; AlphaScreen anti-acetyl-lysine; with virally co-expressed GCN5 acetyltransferase; inhibition, % at 15.6 µM; actives 0.17% (n = 350,000); AID 651687, 2012;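 active = every replicate shows inhibition of at least 40%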;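 also: 0% = neutral control wells and 100% = positive control wells; some results beyond the cut were filed as inactive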
RAD54 branch = inhibitors of human RAD54 branch migration, primary screen, biochemical, fluorescence, single point | RAD54 Holliday junction branch migration, FAM/BHQ fluorescence | actives 0.14% (n = 360,000) | AID 602329, 2012 | inhibition, % at 10.4 µM;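 active = mean normalized replicate activity at least 40 and at least half of replicates scoring 40 or more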;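 also: 0% = median of neutral control wells and 100% = median of positive control wells; inhibitors cause a drop in the FAM fluorescence signal; in these data hits start at about 50%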
miR-122 sensor = miR-122 Renilla sensor signal increase in Huh7, primary screen, miR-122 inhibitor project, cell-based, single point, plate reader; Huh7 miR-122 Renilla luciferase sensor, 48 h; neutral wells = 0, positive control = 100; activation (reporter increase), % at 12.5 µM; actives 0.3% (n = 340,000); AID 602342, 2012;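 active = mean replicate activation score at least 90 and every replicate individually at or above 90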;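 also: higher luciferase means less miR-122 activity so hits act as miR-122 inhibitors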
* = called active by the depositor; · = no result given; [ ] = another dose, or the depositor's remark.

#	SMILES	PGC1a acetyl inh	RAD54 branch	RAD52 inh	Cneo AK release	ERAP1 HTS inh	E-sel inducer	miR-122 sensor	PglD DTNB
1	Cc1ccccc1NC(=O)Cn1nc(-c2ccc(Cl)s2)ccc1=O	-3.6	-2.7	-0.3	-0.8	3.1	·	-5.4	-2.7
2	C/C=C/c1ccc([C@@H]2[C@H](CO)N(C(=O)C3CCOCC3)C23CN(C(=O)NC(C)C)C3)cc1	-0.3	·	0.9	·	1.5	-0.2	·	·
3	Cc1ccccc1S(=O)(=O)N1C[C@H]2[C@@H](c3ccccc31)[C@@H](CO)N2C(=O)CC1CC1	-7.1	8.8	-6.2	3.8	1.4	0.1	66.7[16.7 µM]	-0.4
4	COc1ccc(CCN2CC(C(=O)NCc3cccc(F)c3)CCC2=O)cc1 (configuration not stated)	10.3	-5.0	2.2	11.9	-1.4	0.4	-7.7	-3.5
5	CSc1nnc(SCC(=O)N(C)c2c(N)n(Cc3ccccc3)c(=O)[nH]c2=O)s1	·	-4.8	-11.6	-0.7	-4.1	-0.2	-2.1	5.3
6	Cc1ccc(-n2ncc3c2CC(C)(C)CC3NC(=O)CN2CCCC2=O)cc1 (configuration not stated)	-10.9	-5.3	-3.0	-7.7	2.2	0.3	3.2	-1.3
7	CC1(C)CC(=O)C(N=Nc2ccc(-c3ccccc3)cc2)=C(O)C1	-2.5	·	-21.6	·	3.4	2.9	·	·
8	COc1ccc(CN2CCN(c3nc4ccccc4s3)CC2)cc1	9.7	-4.2	-10.2	-0.2	3.1	·	-1.7	-7.7
9	CNC[C@@H]1Oc2c(NC(=O)Nc3ccccc3)cccc2C(=O)N([C@H](C)CO)C[C@@H]1C	2.3	9.0	-23.3	-1.2	-2.6	-0.2	-2.3[16.7 µM]	-8.9
10	CCN1CCn2c3c(c4cc(Cl)ccc42)CCCC31 (configuration not stated)	1.2	10.1	·	-1.4	·	·	0.5	-6.8
11	COc1ccc(CNC(=O)C2=CC(c3ccc(OC)c(OC)c3)=NS(=O)(=O)N2C)cc1	4.8	-8.6	-36.5	-1.2	0.9	-0.2	0.9	-5.5
12	C/C(=N\Nc1nc(C)cc(C)n1)c1ccc(C)o1	13.9	3.5	-5.1	1.0	-1.0	·	3.6	3.9
13	CCC(CC)C(=O)OCC(=O)C1(O)CCC2C3CCC4=CC(=O)CCC4(C)C3C(O)CC21C (configuration not stated)	·	·	-5.1	·	-0.6	-0.1	59.0	·
14	Cc1ccc(Cn2c(C3CCCN3c3nc(-c4cc(Cl)c(N)c(Cl)c4)cs3)nc3cc(C(=O)NCCCO)ccc32)cc1 (configuration not stated)	-18.8	-11.3	-30.8	6.1	1.9	0.1	-5.1	-1.1
15	C[C@H](CO)N1C[C@H](C)[C@@H](CN(C)C(=O)Nc2ccc3c(c2)OCO3)OCCCC[C@H](C)Oc2ccc(NS(=O)(=O)c3ccccc3)cc2C1=O	-8.5	2.6	-16.5	-6.7	2.0	0.0	3.8[16.7 µM]	-2.4
16	S=C(NCc1ccco1)Nc1ccc(Cl)cc1	-0.7	5.4	-9.6	1.5	4.0	·	30.2	-3.0
17	O=S(=O)(c1ccccc1)N1CC[C@@H]2[C@@H](CO)Nc3ccc(C#Cc4cccc(F)c4)cc3[C@@H]21	-7.4	-2.6	34.3	-5.9	1.6	0.1	3.0[16.7 µM]	-2.3
18	Cc1ccc(S(=O)(=O)N2CCCCC2CCNC(=O)C(=O)Nc2ccccc2F)cc1 (configuration not stated)	3.2	2.8	-5.6	3.7	-0.2	0.0	·	1.8
19	O=C(Nc1ccc(CCC(=O)N2CCCC2)cc1)c1ncn[nH]1	-7.0	14.5	·	-0.8	·	·	7.2	-4.0
20	COc1cc(C#Cc2c(-c3cncn3C)n(C)c3ccc(-c4ccc5[nH]ccc5c4)cc23)cc(OC)c1	-5.2	5.7	-17.1	-2.9	-2.8	0.0	-1.5	-3.7

Following part
#	SMILES	PGC1a acetyl inh	RAD54 branch	RAD52 inh	Cneo AK release	ERAP1 HTS inh	E-sel inducer	miR-122 sensor	PglD DTNB
21	O=S(=O)(NCc1nnc2ccccn12)c1ccc(F)cc1	·	-10.1	1.4	1.6	-0.3	·	-0.5	-3.5
22	Cc1ccc(S(=O)(=O)NCc2ccc(N3CCN(C(=O)OC(C)(C)C)CC3)cc2)cc1	·	0.2	-17.5	-0.6	-7.5	-0.3	·	1.3
23	COC(=O)c1ccc(C(=O)NC2CCCc3c2cnn3-c2ccc(C)c(C)c2)cc1 (configuration not stated)	8.7	1.9	-8.3	4.0	-5.3	0.4	3.7	0.1
24	COc1ccc(NC2CCCN(Cc3cccc4cnccc34)C2)cc1OC (configuration not stated)	·	2.9	26.4	-1.9	2.5	·	-14.1	11.7
25	O=C1NC(=NCc2ccccc2)NC1(c1ccccc1)c1ccccc1	4.6	-10.6	-13.5	1.4	8.1	-0.2	9.6	0.9
26	COC(=O)c1nc(C(=O)OC)c(C(=O)OC)nc1C(=O)OC	2.1	1.5	·	-2.2	·	·	0.7	8.7
27	Cc1ccc([N+](=O)[O-])cc1NC(=O)CCc1ccccc1	8.3	2.7	-7.0	-0.5	-1.6	-3.0	-2.4	-3.6
28	Cn1c(=O)c2c(nc(CN3CCN(c4ccc(F)cc4)CC3)n2CCN2CCOCC2)n(C)c1=O	3.8	-5.9	-0.9	-0.2	·	0.0	·	1.9
29	CCc1nc(SCc2ccc(C(=O)OC)o2)n[nH]1	-3.9	-5.6	-19.0	-0.2	-3.1	2.5	-3.3	-0.8
30	CCCCNC(=O)C1(C)CCN1C(=O)c1cc(C)n(C(C)(C)C)n1 (configuration not stated)	-3.6	-3.2	-12.4	-0.2	-1.3	0.3	-7.0	1.5
31	O=S(=O)(NCCc1c[nH]c2ccccc12)c1ccccc1	5.1	-0.7	-13.8	1.4	-2.5	0.3	34.3	-3.1
32	CC1(C)Oc2ccc3ccc(=O)oc3c2/C(=C/Nc2ccccn2)C1=O	1.1	-1.5	·	0.7	·	·	5.1	-9.1
33	O=C(C[C@@H]1C=C[C@@H](NC(=O)C2CC2)[C@H](CO)O1)NCc1ccccc1Cl	11.0	-3.6	-6.9	-3.3	-2.7	0.0	2.5[16.7 µM]	4.3
34	CC(C)CC(=O)c1c[nH]c(C(=O)NCc2cccs2)c1	·	2.2	·	8.8	·	·	-5.1	-7.2
35	Cc1ccc(CNC(=O)c2cc3cc(Br)ccc3oc2=N)cc1	·	-5.3	-15.4	0.4	-0.4	·	1.6	1.2
36	O=S(=O)(Nc1nc2ccccc2nc1-[n+]1ccccc1)c1ccc(Cl)cc1	-7.4	3.0	·	-0.9	·	-0.1	5.3	-6.1
37	O=[N+]([O-])c1c(Nc2ccccc2O)cc(N2CCOCC2)c2nonc12	7.8	-6.0	-9.5	-2.7	-1.4	6.9	-8.6	1.9
38	CC(=O)c1ccc(N2C(=NC(=O)CCc3ccccc3)SC3CS(=O)(=O)CC32)cc1 (configuration not stated)	-12.4	0.5	-18.0	-0.8	-4.1	·	1.1	3.0
39	COc1cccc(CC(=O)OCC(=O)Nc2nnc(-c3ccccc3)o2)c1	10.4	-7.4	-10.8	0.2	-0.9	0.4	-2.2	5.9
40	COCCNS(=O)(=O)c1cccn1-c1ncc(C(F)(F)F)cc1Cl	5.6	-13.5	·	3.6	·	·	8.7	3.7

Down the list, from the results shown.
PglD DTNB, entries 23–30: 0.1, 11.7, 0.9, 8.7, -3.6, 1.9, -0.8, 1.5
RAD52 inh, entries 23–30: -8.3, 26.4, -13.5, ·, -7.0, -0.9, -19.0, -12.4
ERAP1 HTS inh, entries 23–30: -5.3, 2.5, 8.1, ·, -1.6, ·, -3.1, -1.3

(further entries)
#	SMILES	PGC1a acetyl inh	RAD54 branch	RAD52 inh	Cneo AK release	ERAP1 HTS inh	E-sel inducer	miR-122 sensor	PglD DTNB
41	Cc1ccc(C)c(N2CCN(C(=O)CCc3nc(-c4ccccc4Cl)no3)CC2)c1	4.2	-13.5	-14.9	-0.2	-3.3	-0.1	-4.2	0.2
42	C[C@H]1CN([C@@H](C)CO)C(=O)c2cccc(NS(=O)(=O)c3ccccc3)c2O[C@@H]1CN(C)C(=O)NC1CCCCC1	-7.7	13.4	6.1	-2.2	-0.7	-0.4	17.9[16.7 µM]	0.5
43	O=C(C[C@H]1CC[C@@H]2[C@H](COC[C@H](O)CN2CCc2ccccc2)O1)NCc1ccc(F)cc1	-1.1	-11.1	4.6	-0.5	2.0	0.0	0.6[16.7 µM]	0.7
44	C[C@@H]1CCCCO[C@H](CN(C)S(=O)(=O)c2ccccc2)[C@H](C)CN([C@@H](C)CO)C(=O)c2cc(NC(=O)NC3CCCCC3)ccc2O1	-3.4	0.0	-11.2	-0.6	1.5	-0.3	-13.7[16.7 µM]	-2.5
45	Cc1ccccc1N1C(=O)C(Cl)=C(N2CCOCC2)C1=O	4.9	3.8	-19.4	2.0	0.3	·	-2.6	-6.2
46	COc1ccc(CCN2C(=S)NC3CC2(C)Oc2ccc([N+](=O)[O-])cc23)cc1OC (configuration not stated)	3.5	1.5	·	-0.6	·	·	-2.4	-1.4
47	CCOc1ccccc1NC(=O)CN1CCCCCC1	·	-1.1	-14.2	-0.2	-1.5	·	·	-1.5
48	COc1ccccc1C(=O)NCCCNC(=O)c1ccccn1	·	-8.5	-16.4	-0.2	-2.8	0.0	·	4.1
49	C[C@H]1CCCCO[C@H](CN(C)S(=O)(=O)c2ccc(Cl)cc2)[C@@H](C)CN([C@@H](C)CO)C(=O)c2cc(NC(=O)c3ccccc3)ccc2O1	-10.4	3.5	-21.6	-0.9	2.1	3.2	-6.1[16.7 µM]	-3.2

Full records, looked up by structure:
CCN1CCn2c3c(c4cc(Cl)ccc42)CCCC31 (configuration not stated) as listed: PGC1a acetyl inh = 1.2; RAD54 branch = 10.1; RAD52 inh = ·; Cneo AK release = -1.4; ERAP1 HTS inh = ·; E-sel inducer = ·; miR-122 sensor = 0.5; PglD DTNB = -6.8
O=S(=O)(NCCc1c[nH]c2ccccc12)c1ccccc1 as listed: PGC1a acetyl inh = 5.1; RAD54 branch = -0.7; RAD52 inh = -13.8; Cneo AK release = 1.4; ERAP1 HTS inh = -2.5; E-sel inducer = 0.3; miR-122 sensor = 34.3; PglD DTNB = -3.1
